Source: PubChem BioAssay
HTR5A inv ag: HTR5A inverse agonism, opioid heterodimer counter-screen | P47898 | HTR5A cell line, luminescence | inhibition, % at 9.3 µM | actives 0.083% (n = 340,000); in the data active = inhibition mostly above about 23%, no sharp cut-off; inactive = mostly below about 18%;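 also: 0% = cells with DMSO and 100% = no-cell wells with DMSO; some compounds called inactive have numbers as strong as hits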
Target sequence (P47898 whole entry, looked up): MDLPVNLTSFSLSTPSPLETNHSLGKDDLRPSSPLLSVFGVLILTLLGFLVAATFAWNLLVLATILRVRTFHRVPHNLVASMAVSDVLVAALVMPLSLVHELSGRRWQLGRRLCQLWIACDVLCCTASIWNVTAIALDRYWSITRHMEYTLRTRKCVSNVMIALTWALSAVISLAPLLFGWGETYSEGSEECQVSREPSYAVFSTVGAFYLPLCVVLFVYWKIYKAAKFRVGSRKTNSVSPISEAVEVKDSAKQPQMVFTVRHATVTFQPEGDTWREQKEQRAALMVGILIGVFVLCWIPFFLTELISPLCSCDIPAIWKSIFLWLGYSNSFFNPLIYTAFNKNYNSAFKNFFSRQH
MOR-DOR ag: agonists of human mu-delta opioid receptor heterodimerization. P35372+P41143. cells, OPRM1-OPRD1 heterodimerization, luminescence. activation, % at 9.3 µM. actives 0.3% (n = 340,000). AID 504326; in the data active = activation above about 18%;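 also: 0% = vehicle-treated cells and 100% = reference agonist; values of inactives mirror those of a sister screen read the other way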
Keap1 Nrf2 FP: Keap1-Nrf2 (human) interaction inhibition | Q14145 | inhibition, % at 9.4 µM | Keap1 Kelch-Nrf2 peptide fluorescence polarization, 1536-well | AID 504523 | actives 0.15% (n = 340,000); in the data active = inhibition above about 12%;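 also: human Keap1 Kelch domain with fluorescein labeled Nrf2 9mer peptide probe; 0% = neutral control wells and 100% = peptide positive control; higher means more block of Keap1 binding to Nrf2 peptide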
Target sequence (Q14145 whole entry, looked up, the tested form may be a part): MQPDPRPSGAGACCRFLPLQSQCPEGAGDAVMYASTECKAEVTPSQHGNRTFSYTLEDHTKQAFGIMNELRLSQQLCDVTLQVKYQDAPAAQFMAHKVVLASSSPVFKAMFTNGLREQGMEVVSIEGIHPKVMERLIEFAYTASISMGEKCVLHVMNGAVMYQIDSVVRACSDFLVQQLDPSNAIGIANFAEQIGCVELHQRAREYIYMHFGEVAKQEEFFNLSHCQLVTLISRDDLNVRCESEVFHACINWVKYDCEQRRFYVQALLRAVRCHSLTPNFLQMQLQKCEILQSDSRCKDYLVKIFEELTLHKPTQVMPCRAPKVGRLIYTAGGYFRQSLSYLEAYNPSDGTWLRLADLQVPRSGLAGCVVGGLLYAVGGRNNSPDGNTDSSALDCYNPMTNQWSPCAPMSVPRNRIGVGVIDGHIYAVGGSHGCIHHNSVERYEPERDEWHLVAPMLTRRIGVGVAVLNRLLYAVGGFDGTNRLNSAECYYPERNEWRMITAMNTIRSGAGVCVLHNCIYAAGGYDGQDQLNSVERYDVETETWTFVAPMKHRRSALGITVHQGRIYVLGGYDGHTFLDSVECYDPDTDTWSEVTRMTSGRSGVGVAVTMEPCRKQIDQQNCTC
V-ATPase pH: alters yeast V-ATPase proton transport; actives 0.37% (n = 350,000); S. cerevisiae, pHLuorin cytosolic pH fluorescence; response, % at 10 µM; in the data active = response mostly above about 7.3%, no sharp cut-off; inactive = mostly below about 5.4%; also: actives read high; inactives centre near 0; some compounds called inactive have numbers as strong as hits; reference of the scale not given here
LANA DNA inh: KSHV C-LANA DNA binding inhibition | MBP-C-LANA/FAM-LBS DNA binding, fluorescence polarization | inhibition, % at 9 µM | actives 0.078% (n = 340,000);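 active = highest replicate inhibition at or above 60% at 9 µM, even if other replicates fall short; inactive = all replicates below 60% inhibition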;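 also: 0% = neutral control wells and 100% = 4 µM acridine orange control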
OPRM1-OPRD1 inv: inverse agonists of human mu-delta opioid receptor heterodimerization; AID 504357; inhibition, % at 9.3 µM; actives 0.21% (n = 340,000); cell-based MOR-DOR heterodimer luminescence, inverse agonism; P35372+P41143; in the data active = inhibition above about 22%, passing the limit was not always enough;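 also: 0% = cells with DMSO and 100% = wells without cells with DMSO; values of inactives mirror those of a sister screen read the other way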
cardiac RTF act: increases calcium sensitivity of human cardiac regulated thin filaments. P19429+P45379. IANBD-labeled TnC RTF fluorescence at EC20 calcium; 0% EC20 calcium, 100% full calcium. activation, % at 7.2 µM. actives 0.24% (n = 340,000);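 active = activation above the mean over all tested compounds plus 3 SD, cut at about 30% in these data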;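 also: rise in fluorescence read as greater calcium sensitivity of cardiac thin filaments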
HTR5A ag ctr: counter-screen for OPRM1-OPRD1 agonists: human HTR5A agonism | P47898 | HTR5A agonist assay, luminescence, cell-based | activation, % at 9.3 µM | actives 0.61% (n = 340,000); in the data active = activation mostly above about 9.5%, no sharp cut-off; inactive = mostly below about 7.6%;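 also: 0% = cells with vehicle only and 100% = reference agonist; strong numbers were not always called active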
CAL PDZ FP: CAL PDZ (human) peptide binding inhibition | purified CAL PDZ, TMR-peptide fluorescence polarization, 1 h | inhibition, % at 24.9 µM | actives 0.92% (n = 300,000);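 active = mean inhibition of at least 30% with at least half of replicates also reaching 30%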;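 also: 0% = DMSO neutral control and 100% = excess unlabeled competitor peptide PRC23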
Cardiac RTF inh: cardiac RTF calcium desensitization; P19429+P45379; IANBD-labeled cardiac RTF, Ca2+ fluorescence; inhibition, % at 7.15 µM; actives 0.12% (n = 340,000); AID 493244;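 active = inhibition above the mean inhibition of all tested compounds plus 3 SD, cut at about 17% in these data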;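 also: assay run at fixed EC70 calcium of 1.6 mM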
* = called active by the depositor; . = not tested or not shown.

SMILES	HTR5A inv ag	MOR-DOR ag	Keap1 Nrf2 FP	V-ATPase pH	LANA DNA inh	OPRM1-OPRD1 inv	cardiac RTF act	HTR5A ag ctr	CAL PDZ FP	Cardiac RTF inh
COc1ccc(OCC(O)CN(C2CCCCC2)C2CCCCC2)cc1 (stereo not drawn)	7.5	1.1	-2.0	-5.5	-0.8	-7.0	-3.1	0.8	-2.6	10.5
CC(C)C(=O)Nc1ccc(C(=O)NC2CCSC2=O)cc1 (stereo not drawn)	11.0	-1.6	-1.0	-2.5	-0.9	7.8	-1.9	-4.6	.	0.7
CN(c1cccc(NC(=O)Nc2cccc(Cl)c2)c1)S(C)(=O)=O	0.7	1.0	-2.2	-4.3	-0.8	-4.3	-1.3	-0.3	-5.1	0.7
COc1ccc(C)cc1NC(=O)C(OC(=O)c1cnccn1)c1ccccc1 (stereo not drawn)	-22.4	-0.4	1.5	-2.9	1.8	2.8	-1.3	7.4	-4.1	5.9
CCOC(=O)c1cn(Cc2ccccc2)nc1-c1ccccc1	3.0	-0.3	4.1	-4.2	0.4	1.7	-1.8	2.0	-5.1	2.3
Cc1cccc(NCc2nnc(-c3ccccc3)o2)c1C	-10.9	1.4	-7.8	2.3	-0.2	-6.6	-1.9	-1.9	6.2	-2.7
NS(=O)(=O)c1ccc(NC(=S)NNC(=O)c2ccc(Br)o2)cc1	12.9	-2.8	-0.3	0.5	1.1	14.6	0.2	-1.9	-4.3	-2.8
O=C(Nc1ccc(Cl)cc1C(F)(F)F)c1ccccc1Cl	-30.1	0.3	-7.2	-0.2	0.3	-2.0	-4.4	4.7	-4.2	-8.0
CC(=O)Nc1ccc(C(=O)OCc2ccccc2Br)cc1	13.3	0.4	-1.9	3.9	-2.6	-2.1	1.1	0.5	3.8	-6.4
O=c1c2ccccc2c2c(O)nc(-c3ccccc3)n2n1Cc1ccccc1	-5.7	-4.0	-2.3	-0.3	1.0	17.7	1.5	-2.5	-1.7	-1.1
COC(=O)c1sccc1NC(=S)N1CCC(C(N)=O)CC1	-12.9	-2.6	2.4	1.5	-0.5	14.1	-6.7	4.8	2.8	0.3
CCN(c1ccccc1)S(=O)(=O)c1ccc(C(=O)N(CCCN(C)C)c2nc3c(C)cccc3s2)cc1	-0.7	3.7	2.9	1.3	-2.1	-19.2	0.0	0.5	-4.8	-4.0
CC1(NC(=O)Nc2cccc(Br)c2)CCS(=O)(=O)C1 (stereo not drawn)	-0.9	2.7	-5.3	0.9	-1.3	-11.7	-1.3	0.2	-2.5	-4.8
N#Cc1ccc(N2CCN(C(=O)c3cccs3)CC2)c(F)c1	-9.0	-2.8	-1.4	-0.6	-0.6	14.3	1.6	3.2	-1.9	-3.1
Cc1cccc(NC(=O)CNC(=O)COc2ccc(C(=O)c3ccc(F)cc3)cc2)c1C	8.2	3.1	2.6	0.3	0.2	-16.5	-2.5	-3.3	-4.2	5.2
CCOc1ccc2nc3c(cc2c1)CN(CCOC)C(=NCCOC)S3	11.5	1.7	-0.6	0.3	0.2	-9.2	13.1	-1.9	-2.9	-0.8
CSc1ccc(/C=C(\NC(=O)c2ccc(C)cc2)C(=O)Nc2cccc(C)c2)cc1	-2.4	-1.4	-2.0	-2.0	2.2	7.3	10.9	0.9	-5.1	-4.7
COc1ccc(N2CCN(C(=O)COC(=O)CCOc3ccccc3C)CC2)cc1	1.2	-0.7	-2.6	-3.5	-0.9	4.7	-14.0	-1.3	.	4.9
CC(C)OC(=O)c1c(NC(=O)Cn2cnc([N+](=O)[O-])n2)sc2c1CCCC2	-35.7	5.8	-1.2	1.4	-0.5	-30.2	1.9	3.5	-0.3	6.9
Cc1ccc(-n2nc(C(=O)c3ccccc3)n3c(=O)c(Cc4ccccc4)nnc23)cc1	-9.2	-1.4	0.3	1.8	-0.7	6.3	-0.9	3.3	-3.7	0.9
CCOc1ccc(OCC(=O)Nc2ccccc2N2CCCC2)cc1	-2.1	6.8	-5.3	3.0	-0.2	-43.6	-3.1	0.7	2.4	5.7
O=C(CCN1CCOCC1)NNC(=O)c1ccc(Cl)c([N+](=O)[O-])c1	-12.2	-2.2	-1.3	-5.0	0.9	11.1	-4.2	3.1	.	0.2
Fc1cccc(C2CC(c3cccc(Br)c3)Nc3nnnn32)c1 (stereo not drawn)	17.1	-0.3	-3.9	-1.1	-2.1	1.8	3.2	-6.8	-8.1	0.4
CC(=O)Nc1ccc(C(=O)CN2C(=O)NC3(CCCCCC3)C2=O)c(F)c1	-11.0	-1.8	-4.3	2.3	-0.1	7.7	-4.3	2.9	2.3	-2.8
O=C1CN(S(=O)(=O)c2ccccc2)CC(=O)N1CCc1ccccc1	3.4	-1.8	1.7	0.2	0.7	10.7	3.3	-2.2	-1.8	-4.6
SMILES	HTR5A inv ag	MOR-DOR ag	Keap1 Nrf2 FP	V-ATPase pH	LANA DNA inh	OPRM1-OPRD1 inv	cardiac RTF act	HTR5A ag ctr	CAL PDZ FP	Cardiac RTF inh
O=C(Cc1ccc(S(=O)(=O)N2CCCC2)s1)Nc1nc2c(s1)CCCC2	-37.5	-0.8	13.1*	1.7	10.3	4.5	5.4	4.2	-8.8	-14.4
CN(CCOc1ccc(Br)cc1)CC(O)COc1ccc(C#N)cc1 (stereo not drawn)	-3.4	0.8	4.3	-7.6	-0.8	-4.0	-5.6	3.9	2.3	-30.0
Cc1ccc(-c2cnc(N)n2C)cc1C	18.8	-1.6	-1.6	2.4	-0.1	7.1	-2.3	-1.6	-3.9	-2.3
O=C(CSc1ccccc1)N1CCCC(N2CCN(c3ccc(F)cc3)CC2)C1 (stereo not drawn)	-24.5	-1.3	2.7	-4.9	7.8	6.8	-4.8	1.0	.	-4.7
O=C(Cc1cccs1)N(c1ccc(Cl)cc1)C1C=CS(=O)(=O)C1 (stereo not drawn)	18.4	-1.4	-2.4	-1.7	-1.5	7.9	4.1	-0.9	-3.9	-6.9
O=C(NC1CCCCC1)C1CC(O)CN1C(=O)OCc1ccccc1 (stereo not drawn)	1.8	-1.4	-8.2	-2.7	2.2	6.8	-0.4	-0.7	-0.9	-1.9
O=C(O)CNC(=S)N(Cc1ccccc1Cl)C1CCCC1	17.2	-1.3	-2.3	2.4	0.0	7.3	1.4	-0.7	.	-2.1
CC1=C(C(=O)OCc2ccccc2)C(c2cccc(Cl)c2Cl)NC(=O)N1CCCCCC(=O)O (stereo not drawn)	-16.9	-1.0	-2.2	-0.5	-0.9	5.7	11.2	-2.1	-2.5	-6.2
Cc1[nH]c(=O)[nH]c(=O)c1S(=O)(=O)Nc1ccc(Oc2ccccc2)cc1	8.3	-4.5	-2.5	-4.4	-0.1	18.7	-6.1	0.3	.	-7.6
COc1ccccc1C(=O)N1CC(=O)Nc2ccc(F)cc2C1c1ccccc1 (stereo not drawn)	-6.5	-2.9	5.9	1.1	-1.0	12.9	2.4	1.8	-1.8	-3.8
COc1ccc(C2CC(c3cccc(Cl)c3)n3nc(N)nc3N2)cc1 (stereo not drawn)	1.7	-1.5	-8.0	-5.5	9.8	7.7	13.4	-0.6	.	-6.2
CCCc1noc2c1/C(=N\O)CC(c1ccccc1)C2 (stereo not drawn)	-20.6	2.6	-6.0	0.2	-2.2	-15.1	-5.7	0.1	-1.0	3.6
O=C(COC(=O)c1ccc(S(=O)(=O)N2CCOCC2)cc1)NC1CCCCCCC1	2.6	-1.8	-1.5	-0.3	0.2	8.5	1.2	0.6	-4.1	-2.3
O=C(NN1CCOCC1)c1c(-c2ccccc2)sc2ccccc12	7.8	-3.3	0.4	0.5	0.3	18.1	0.5	2.5	1.5	-6.7
Clc1cc(Sc2ccc(Br)cc2)nnc1-c1ccccc1	-0.3	-1.1	1.2	2.2	-1.0	4.5	1.5	0.1	-7.8	4.5
COC(=O)c1ccc(/C=N/Nc2nc(-c3ccc(C)cc3)cs2)cc1	-2.4	-1.6	-4.4	0.5	0.4	8.4	-3.3	0.7	-1.9	9.0
O=S(=O)(Nc1ccc2cn[nH]c2c1)c1ccc(Cl)cc1	10.2	-2.1	-0.5	-0.3	-0.4	10.9	-3.9	-1.3	0.3	0.6
CC(C)Cc1nnc(NC(=O)C2CCN(C(=O)c3ccc(Cl)cc3)CC2)s1	-8.7	0.8	-4.3	0.9	0.1	-5.6	-7.0	3.3	4.1	-2.5
O=C(NNC(=O)C1CCC1)c1ccc(Cl)cc1	-30.5	-0.9	-3.1	-0.5	3.1	5.2	-0.7	8.3	-6.8	-3.7
C1=Nc2ccccc2CN1c1ccccc1	-11.3	-0.6	1.7	-3.9	2.1	3.9	6.0	0.3	-4.4	-0.5
COc1ccccc1-c1noc(CCC(=O)N2CCN(c3cc(C)ccc3C)CC2)n1	-6.9	1.0	-1.9	2.4	-1.8	-4.5	-4.9	1.8	-7.7	-5.6
O=[N+]([O-])c1ccc(N2CCCC2)cc1NCc1ccccc1	-1.0	-1.2	-2.7	1.4	-0.7	5.3	-5.3	2.2	-0.3	2.7
OCC[C@H]1C[C@H](O)[C@@H](O)[C@]2(OCc3ccccc32)O1	-9.8	-2.3	-0.3	0.7	0.9	13.2	4.6	2.9	-0.8	-1.5
CC1CCN(C(=O)CSc2nc(=O)n3ccccc3n2)CC1	-8.0	-2.7	2.6	0.5	0.1	13.1	11.0	3.5	0.4	-9.4
Nc1ccccc1SCC(=O)Nc1ccc2c(c1)OCO2	-13.6	-1.7	3.3	4.0	-2.8	6.9	-6.0	5.3	-2.1	0.8
SMILES	HTR5A inv ag	MOR-DOR ag	Keap1 Nrf2 FP	V-ATPase pH	LANA DNA inh	OPRM1-OPRD1 inv	cardiac RTF act	HTR5A ag ctr	CAL PDZ FP	Cardiac RTF inh
O=C(O)c1nn2cc(CCO)cnc2c1Cl	15.1	-2.8	-6.4	-4.2	-0.5	13.4	2.4	10.9	-1.8	-3.6
CC(=O)Nc1ccc(/C=C(\C#N)C(=O)NC2CCCCC2)cc1	-0.5	0.2	-4.8	-6.5	-0.1	-1.1	-1.7	0.2	2.8	-7.0
O=C(OCC(=O)N1CCC(Cc2ccccc2)CC1)c1ccccc1O	-4.0	1.4	-4.1	6.5	-2.8	-7.1	-2.0	1.0	6.7	2.0
CNC(=O)c1ccc(CNC(=O)OCc2ccccc2)cc1	2.2	-1.3	2.4	0.1	-0.3	6.7	0.3	4.8	0.0	-17.1
O=C(Nc1c[nH]c(=O)[nH]c1=O)c1cccc(F)c1	6.2	0.6	1.3	-5.9	-2.4	-2.8	10.1	-1.7	-8.4	-8.0
COc1ccc2c(c1)CCc1c(C(=O)Nc3ccn(Cc4ccc(C)cc4)n3)noc1-2	-5.3	0.5	0.5	-2.2	0.6	-2.3	7.2	-0.7	.	-5.4
CCOc1ccccc1N(CC)C(=O)c1nn(C)c2c1CSc1ccccc1-2	11.9	3.3	-2.8	0.2	-1.7	-17.5	-10.7	-2.9	0.9	9.4
O=C(NC1CC1)c1c[nH]c2ccc(S(=O)(=O)Nc3cccc(C(F)(F)F)c3)cc2c1=O	-32.0	0.9	-2.5	2.6	0.1	-5.2	-4.6	-2.2	-7.0	-30.2

Of the compounds above, 2 contain a CF3 group:
SMILES	HTR5A inv ag	MOR-DOR ag	Keap1 Nrf2 FP	V-ATPase pH	LANA DNA inh	OPRM1-OPRD1 inv	cardiac RTF act	HTR5A ag ctr	CAL PDZ FP	Cardiac RTF inh
O=C(Nc1ccc(Cl)cc1C(F)(F)F)c1ccccc1Cl	-30.1	0.3	-7.2	-0.2	0.3	-2.0	-4.4	4.7	-4.2	-8.0
O=C(NC1CC1)c1c[nH]c2ccc(S(=O)(=O)Nc3cccc(C(F)(F)F)c3)cc2c1=O	-32.0	0.9	-2.5	2.6	0.1	-5.2	-4.6	-2.2	-7.0	-30.2
